SUMO HTRF inh – SUMOylation inhibition | 290,000 tested, 0.36% active | inhibition, % at 35 µM | HTRF SUMOylation assay, SAE1/SAE2 + UBC9, in vitro | P63279; in the data active means inhibition above about 50%, passing the limit was not always enough; further: strong numbers were not always called active
NS3 helicase inh – blocks Hepatitis C virus NS3 helicase unwinding. 290,000 tested, 0.56% active. inhibition, % at 10.9 µM. AID 1800. NS3 helicase DNA unwinding, Cy5 molecular beacon fluorescence;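 active means inhibition above the mean of all tested compounds plus 3 SD, set per campaign, cut at about 35% in these data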;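 further: 0% = DMSO wells and 100% = thioflavine S control wells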
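Measured by: Cy5 fluorescence, 0 and 60 min reads / Assay system: NS3 helicase fragment of HCV / Control set: low DMSO, high thioflavine S at 110 µM / Times: 1 h reaction at 25 °C, ATP-initiated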
pCIP destab – p/CIP protein destabilization; F442A p/CIP-EGFP cells, EGFP fluorescence, 16 h; 290,000 tested, 0.01% active; decrease of EGFP signal, % at 10 µM;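 active means EGFP signal decrease of at least 30% at 10 µM or well 3 SD below plate mean, unless failing retest; inactive means the rest, including hits failing retest or dose response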; further: some compounds called inactive have numbers as strong as hits; many of its hits are not listed in these tables
PfM18AAP inh – blocks P. falciparum M18 aspartyl aminopeptidase; recombinant PfM18AAP, H-Glu-NHMec fluorogenic cleavage; inhibition, % at 7.35 µM; 290,000 tested, 1.2% active; AID 1822;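 active means inhibition above the campaign mean inhibition over all tested compounds plus 3 SD, cut at about 28% in these data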;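 further: 0% = plate median of test compound wells and 100% = 2 mM ZnCl2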
IMP-1 inh – blocks Pseudomonas aeruginosa IMP-1 metallo-beta-lactamase; purified IMP-1, nitrocefin hydrolysis, epi-absorbance fluorescence; inhibition, % at 5.6 µM; 290,000 tested, 0.45% active;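 active means inhibition above the mean plus 3 SD of all compounds in the same screening run, cut at about 4.5% in these data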;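 further: 0% = IMP-1 with DMSO and 100% = DMSO wells lacking enzyme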
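System: Purified IMP-1 | Read-out basis: Percent enzyme inhibition | Controls: IMP-1 with DMSO as 0%, enzyme-free DMSO as 100% | Replicates: One well per compound | Doses: 5.6 µM nominal single concentration | Detection: Epi-absorbance fluorescence, 480 nm excitation, 530 nm emission | Incubation: 25 °C, 15 min preincubation, 25 min reaction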
VIM-2 inh – inhibitors of Pseudomonas aeruginosa VIM-2 metallo-beta-lactamase; purified VIM-2, nitrocefin hydrolysis, epi-absorbance fluorescence; inhibition, % at 5.6 µM; 290,000 tested, 0.89% active;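 active means inhibition above the mean of all tested compounds plus 3 SD, cutoff set per screening run, cut at about 7.5% in these data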;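 further: red hydrolysis product quenches plate fluorescence so inhibitors raise well fluorescence; 0% = enzyme with DMSO and 100% = DMSO without enzyme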
IDE cell inh – inhibits human insulin-degrading enzyme in HEK cells; P14735; 320,000 tested, 0.41% active; inhibition, % at 5.59 µM; FAbetaB cleavage, fluorescence polarization;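 active means percent inhibition above the average of all tested compounds plus 3 SD, set per screening campaign, cut at about 16% in these data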;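 further: IDE supplied by intact live HEK cells; FP after avidin binding of uncleaved biotin substrate so inhibition keeps polarization high; 0% = DMSO wells and 100% = 60 µM reference IDE inhibitor Ii1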
Target sequence (P14735 whole entry, looked up): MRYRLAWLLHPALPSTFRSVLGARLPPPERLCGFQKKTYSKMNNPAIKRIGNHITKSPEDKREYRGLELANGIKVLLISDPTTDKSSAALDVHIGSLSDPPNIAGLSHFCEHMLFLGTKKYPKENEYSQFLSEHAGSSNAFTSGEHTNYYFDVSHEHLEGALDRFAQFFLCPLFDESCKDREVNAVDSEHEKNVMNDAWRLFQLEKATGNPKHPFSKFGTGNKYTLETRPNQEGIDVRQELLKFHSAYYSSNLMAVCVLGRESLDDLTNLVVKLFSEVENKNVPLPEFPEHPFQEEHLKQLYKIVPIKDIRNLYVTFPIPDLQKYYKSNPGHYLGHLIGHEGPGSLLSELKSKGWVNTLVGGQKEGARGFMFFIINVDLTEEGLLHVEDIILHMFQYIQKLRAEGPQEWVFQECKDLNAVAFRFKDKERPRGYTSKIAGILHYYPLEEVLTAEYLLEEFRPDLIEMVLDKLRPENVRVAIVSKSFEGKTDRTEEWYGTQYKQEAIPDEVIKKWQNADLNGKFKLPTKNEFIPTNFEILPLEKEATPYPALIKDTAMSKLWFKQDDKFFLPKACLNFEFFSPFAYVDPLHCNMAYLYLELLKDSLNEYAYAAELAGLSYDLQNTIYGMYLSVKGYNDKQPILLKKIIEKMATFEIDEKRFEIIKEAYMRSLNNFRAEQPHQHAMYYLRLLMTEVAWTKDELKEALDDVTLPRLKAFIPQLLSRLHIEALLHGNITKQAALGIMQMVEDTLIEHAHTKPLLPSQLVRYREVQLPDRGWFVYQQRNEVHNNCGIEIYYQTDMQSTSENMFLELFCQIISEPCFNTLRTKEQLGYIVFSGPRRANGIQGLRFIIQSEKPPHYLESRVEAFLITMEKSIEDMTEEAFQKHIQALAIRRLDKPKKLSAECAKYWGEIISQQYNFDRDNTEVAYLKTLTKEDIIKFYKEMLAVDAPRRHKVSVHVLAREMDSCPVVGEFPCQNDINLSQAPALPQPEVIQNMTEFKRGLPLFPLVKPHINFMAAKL
DNA FID counter – counter-screen for HCV NS3 helicase inhibitors: DNA intercalator displacement. DNA fluorescent intercalator displacement, fluorescence. inhibition, % at 7.9 µM. 290,000 tested, 0.17% active. AID 1845; in the data active means inhibition above about 37%;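 further: 0% = vehicle and 100% = reference compound; higher means more ethidium bromide displaced from hairpin DNA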
IDE act – IDE (human) activation, cell-based; HEK cells, FAbeta-B cleavage, fluorescence polarization; 0% vehicle, 100% cell-free pure enzyme wells; activation, % at 5.96 µM; P14735; 340,000 tested, 0.073% active;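 active means activation above the mean of all tested compounds plus 3 SD, set per screening campaign, cut at about 17% in these data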
Starred values were filed as active, the others as inactive; . = not tested or not shown.

SMILES | SUMO HTRF inh | NS3 helicase inh | pCIP destab | PfM18AAP inh | IMP-1 inh | VIM-2 inh | IDE cell inh | DNA FID counter | IDE act
N#Cc1ccc(CSc2ncnc3c2cnn3Cc2ccccc2)cc1 | 4 | -3 | -18 | 3 | -4.1 | -1.4 | -3 | -1 | 4
CCCCCCn1c(N(CC)CC)nc2c1c(=O)[nH]c(=O)n2C | 4 | 0 | -8 | -1 | -3.3 | -0.8 | 2 | -31 | 5
NC(=O)c1nc(-c2ccco2)nc2c1[nH]c(=O)n2-c1ccc(Cl)c(Cl)c1 | 46 | 15 | -12 | -2 | -3.6 | -4.9 | -3 | -5 | 7
CN(CCC#N)S(=O)(=O)c1ccc2c(c1)c(=O)n(C)c(=O)n2C | 4 | 2 | 0 | -2 | -3.9 | -4.7 | -2 | -1 | 9
O=C(Nc1ccc2c(c1)OCCO2)c1cccc(Br)c1 | 17 | -14 | 8 | -8 | 0.6 | -0.3 | . | -10 | 1
O=C(CCCCCN1C(=O)c2ccccc2C1=O)Nc1ccccc1F | 16 | 2 | -11 | -18 | -1.9 | 2.4 | -1 | -18 | 1
Cc1ccc(C)c(NC(=S)N2CCC(NC(=O)c3ccc(F)cc3)CC2)c1 | 2 | 1 | -9 | -6 | -4.1 | -1.4 | 4 | -14 | -5
O=C(c1ccc(Cl)cc1Cl)N1CCc2ccccc21 | 7 | -6 | -2 | -6 | -9.3 | -2.6 | -1 | -17 | -2
COC(=O)c1ccc(/C=N/NC(=O)CNc2cccc(C)c2)cc1 | 0 | -12 | 7 | -4 | 1.3 | -1.1 | -4 | -3 | .
COc1ccc(S(N)(=O)=O)cc1C(=O)N1CCCC1 | 9 | 13 | 29 | -2 | -3.2 | -3.0 | 0 | 0 | 7
Cc1ccc(-c2noc(CSc3nnc(-c4ccccc4)n3C)n2)cc1 | -3 | 2 | -11 | -2 | -3.8 | -4.2 | 13 | -39 | -27
Cc1ccc(NC(=O)N2Cc3ccccc3CC2C(=O)NC(C)(C)C)cc1 (configuration not stated) | 9 | 3 | -8 | 0 | -2.4 | -0.5 | 12 | -18 | 4
COc1ccc(Cl)cc1NC(=O)CSc1nnc(CNC(=O)c2cccs2)o1 | -10 | 1 | 2 | 7 | -3.2 | -1.4 | -2 | -13 | 6
CC(C)Cc1ccc(CN2CCCC(NC(=O)CCN3CCCO3)C2)cc1 (configuration not stated) | 2 | -46 | -11 | 0 | -1.4 | -3.1 | 4 | 1 | 9
O=C(CSc1ccccc1)Nc1ccc(S(=O)(=O)NCC2CCCO2)cc1 (configuration not stated) | 24 | -1 | -11 | -7 | 2.5 | -0.2 | 4 | -12 | 0
O=C(Nc1nncs1)c1cccc(S(=O)(=O)N2CCOCC2)c1 | 8 | 6 | 0 | 14 | 1.9 | -2.3 | 2 | 0 | 3
C[C@@H](CC#N)CN1CC[C@H](C(C)(C)C)CCC1=O | 8 | 18 | 1 | 2 | -0.5 | -1.2 | -7 | -20 | 3
Cn1c(=O)c(=O)n(C)c2cc(S(=O)(=O)N3CCN(c4ccccc4F)CC3)ccc21 | 2 | 8 | -17 | 1 | 1.0 | -0.9 | -6 | 5 | -5
COC(=O)c1c(NC(=O)CN2CCN(c3ccccc3OC)CC2)c2cc(C)ccc2n1C | 11 | 7 | -3 | 3 | 0.4 | 0.1 | 4 | -1 | 2
O=S(=O)(CC(O)COc1ccccc1Cl)c1ccccc1 (configuration not stated) | 20 | 4 | -3 | -14 | -3.2 | -2.4 | -7 | -14 | -3
CCN(CC)S(=O)(=O)c1ccc(C(C)NC(=O)Cc2c[nH]c3ccccc23)cc1 (configuration not stated) | -4 | -3 | -13 | -4 | 0.4 | 1.6 | -7 | -26 | 4
Cc1cc(=O)n2c(n1)NC(=NCc1ccccc1)NC2c1ccccc1 (configuration not stated) | 9 | -6 | 7 | -4 | -0.1 | -1.1 | -2 | -4 | .
CCCC(=O)Nc1nnc(SCC(=O)Nc2nc(C)cs2)s1 | 8 | 8 | -3 | -1 | -4.1 | -3.4 | 1 | -3 | 0
CCC(C)[C@@H](N)C(=O)N/N=C/c1cccc2nccnc12 (some centres not stated) | 20 | -26 | -14 | -8 | -2.3 | 3.5 | -1 | 4 | .
Cc1cccc(NCC(=O)c2c(N)n(C)c(=O)n(C)c2=O)c1C | 26 | 0 | 0 | -3 | -0.5 | -0.7 | 5 | 1 | 7
CCCCn1c(=O)nc2n(-c3ccccc3)c3ccccc3cc-2c1=O | 20 | -5 | 8 | 10 | -2.2 | 0.9 | 5 | -11 | 5
N=c1n(CCO)c2ccccc2n1CCN1CCCCC1 | -7 | 14 | -10 | -14 | -4.0 | -3.7 | -1 | 11 | 5
COc1cc(O)c(C(CCN2CCCCC2)c2ccc3c(c2)OCO3)c(OC)c1 (configuration not stated) | 6 | . | -5 | . | . | . | -9 | . | -4
O=C(O)CCC(=O)N1CCc2cc(S(=O)(=O)NC3CCCc4ccccc43)ccc21 (configuration not stated) | -11 | 9 | -11 | -1 | -4.7 | 1.0 | 4 | -41 | 4
COc1ccc(/C=C(/NC(=O)c2ccccc2)C(=O)N/N=C/c2ccncc2)cc1 | 4 | 4 | -2 | 8 | -2.0 | -5.5 | 0 | -10 | -2
COc1cccc(S(=O)(=O)Nc2cccnc2)c1 | 0 | 2 | 1 | -7 | -2.3 | -4.1 | 1 | 3 | 7
Cc1ccc(C)c(OCCn2cc(/C=C(\C#N)C(=O)NCC3CCCO3)c3ccccc32)c1 (configuration not stated) | 16 | -4 | -20 | 1 | -4.2 | -4.3 | 5 | -5 | 4
COC(=O)c1ccccc1NC(=O)c1cncc(Br)c1 | 9 | 3 | -7 | 1 | -1.7 | -0.7 | 2 | -2 | -3
CNC1=C(N(C(C)=O)c2ccc(Br)cc2)C(=O)c2ccccc2C1=O | 82* | -3 | -22 | -8 | -0.8 | 0.4 | 1 | 4 | 2
Cc1nccnc1Sc1ccccc1 | 14 | 1 | 1 | -8 | -1.4 | -0.5 | -3 | -1 | -2
O=C(CN1C(=O)S/C(=C\c2cccs2)C1=O)Nc1ccc(C(=O)O)c(O)c1 | 5 | -5 | 0 | 5 | 0.3 | -1.8 | -1 | 5 | -2
CN(Cc1cccnc1)C(=O)c1cc(COc2ccc3ncccc3c2)on1 | 2 | 14 | -25 | 0 | -2.9 | -0.8 | 1 | -23 | 5
Cc1ccc(CNC(=O)c2ccccc2NC(=O)CN2CCN(C)CC2)cc1 | 11 | 3 | 5 | 3 | -2.2 | -2.6 | 0 | -1 | 2
Cc1ccc(N(C(=O)c2csnn2)C(C(=O)NC2CCCC2)c2cccnc2)c(C)c1 (configuration not stated) | 1 | 6 | -5 | -9 | -1.9 | -1.3 | -2 | -28 | 5
COC(=O)c1ccc(C2/C(=C(\O)c3ccc4c(c3)OCCO4)C(=O)C(=O)N2CCCN(C)C)cc1 (configuration not stated) | -17 | -1 | -4 | -4 | -0.8 | -1.0 | 2 | -1 | 2

Whole records as entered above. Values in the order: SUMO HTRF inh, NS3 helicase inh, pCIP destab, PfM18AAP inh, IMP-1 inh, VIM-2 inh, IDE cell inh, DNA FID counter, IDE act
Entry for NC(=O)c1nc(-c2ccco2)nc2c1[nH]c(=O)n2-c1ccc(Cl)c(Cl)c1 : 46, 15, -12, -2, -3.6, -4.9, -3, -5, 7
Entry for O=S(=O)(CC(O)COc1ccccc1Cl)c1ccccc1 (configuration not stated) : 20, 4, -3, -14, -3.2, -2.4, -7, -14, -3
Entry for Cc1ccc(C)c(OCCn2cc(/C=C(\C#N)C(=O)NCC3CCCO3)c3ccccc32)c1 (configuration not stated) : 16, -4, -20, 1, -4.2, -4.3, 5, -5, 4
Entry for COC(=O)c1ccccc1NC(=O)c1cncc(Br)c1 : 9, 3, -7, 1, -1.7, -0.7, 2, -2, -3

Later entries.
SMILES | SUMO HTRF inh | NS3 helicase inh | pCIP destab | PfM18AAP inh | IMP-1 inh | VIM-2 inh | IDE cell inh | DNA FID counter | IDE act
Cn1c(Sc2ccc(C(=O)O)cc2[N+](=O)[O-])nnc1-c1ccccc1 | 9 | 0 | 2 | 2 | -2.4 | 2.7 | 3 | -11 | -1
Cc1cc(N2CCN(C)CC2)nc(=S)[nH]1 | 6 | 0 | 4 | 5 | -0.7 | 0.0 | 1 | -2 | -2
Cc1cc(OCC(=O)N2CCc3ccccc3C2)c2c(-c3ccccc3)cc(=O)oc2c1 | 4 | -6 | -8 | -4 | -1.1 | -3.7 | 2 | -35 | -3
O=C(COc1ccc(Br)cc1)NCCCNC(=O)c1ccncc1 | 8 | 1 | 7 | 0 | -2.2 | -2.5 | -3 | -7 | 3
Cc1cc(C)n(-c2c(F)c(F)c(CN3CCOCC3)c(F)c2F)n1 | 13 | -8 | -2 | -10 | -1.4 | -0.5 | 2 | -4 | 1
Nc1nn(-c2ccccc2Cl)cc1-c1nn[nH]n1 | 9 | 0 | -14 | -8 | -2.6 | -1.9 | 8 | 3 | 0
COc1cc(OC)c(OC)cc1CCC(C)NCCC(c1ccccc1)c1ccccc1 (configuration not stated) | -5 | -63 | -4 | 6 | -1.6 | 1.7 | -2 | 28 | 4
Cn1c(=O)c2c(ncn2C)n(C)c1=O | 3 | . | -1 | . | . | . | 1 | . | 6
CS(=O)(=O)N1CCN(c2ccccc2NC(=S)NC(=O)c2ccco2)CC1 | -1 | -10 | -3 | 4 | -0.4 | -1.4 | 3 | -33 | -2
COc1cc(/C=N/NC(N)=O)cc([N+](=O)[O-])c1O | 16 | 39* | -4 | 22 | -4.2 | -4.2 | -10 | 2 | 2
CC(c1ccccc1)n1c(Cn2ncc3ccccc3c2=O)n[nH]c1=S (configuration not stated) | -14 | 7 | -6 | 7 | -2.9 | -1.8 | -2 | -17 | -7
CCCN(CC1CC1)C(=O)CCc1nnc(C(OC)c2ccccc2)o1 (configuration not stated) | 12 | 1 | -7 | 1 | -2.5 | -1.7 | 3 | -19 | 1
CC(C)C(=O)NC(=S)Nc1ccc(S(=O)(=O)N2CCN(C)CC2)cc1 | 2 | -9 | 6 | -17 | -0.2 | 2.0 | 3 | 9 | -3
COc1ccc(OC(=O)COc2ccc(Cl)cc2)cc1 | -12 | -3 | -4 | 7 | -3.4 | -1.0 | -3 | -10 | -2
O=[N+]([O-])c1ccc2[nH]c(O)c(N=Nc3ccc(F)cc3)c2c1 | 1 | 14 | -3 | 1 | -1.6 | -1.8 | 4 | 5 | 5
COc1ccc(C(=O)Nc2ccccc2C(=O)NC(Cc2ccc(O)cc2)C(=O)NNC(=O)c2ccccc2Cl)cc1 (configuration not stated) | 41 | -15 | -13 | 2 | -3.5 | -3.9 | 2 | -24 | 3
O=C(COc1ccc(Br)cc1Br)NC(=S)N1CCCc2ccccc21 | 10 | 6 | 1 | -4 | -3.1 | -5.3 | -2 | 5 | 8
O=C(CCc1nc2ccccc2c(=O)[nH]1)Nc1ccc(Cl)c(Cl)c1 | 0 | -5 | -11 | -3 | -2.0 | -0.9 | 2 | -8 | -6
Clc1ccc(C2=CSC3=NCCN23)cc1Cl | 19 | 15 | -2 | -2 | -5.1 | -3.3 | 1 | 2 | 2
CC(=O)C1=C(O)C(=O)N(c2ccc(O)cc2)C1c1cccc([N+](=O)[O-])c1 (configuration not stated) | 7 | 3 | -29 | -6 | -0.1 | -1.8 | -4 | 1 | -1

Assay outcomes: PubChem, several laboratories
